Compound activity as filed in PubChem BioAssay.
KDM5B inhibitor: blocks human KDM5B histone demethylase activity; Q9UGL1; KDM5B demethylase, FDH-coupled NADH fluorescence (FDH is formaldehyde dehydrogenase); Potency, µM (highest dose often 57.7 µM), inactives show top-dose activity change, negative = inhibition, most hits filed as inhibitors; hit rate 2.6% among 220,000; AID 1347165; active means well fitted inhibition curve with a large enough effect; inconclusive means small, poorly fitted or top-dose-only effect; inactive means no such curve, though single readings can be large or run the other way; further: 0% is about no effect; nearly all actives have a fitted effect of over 70% in size
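Compound dilutions met 200 nM (final) KDM5BΔAP for 10 min at room temperature before substrate addition. The substrate mix held 12.5 µM H3K4me3 with cofactors 25 µM α-ketoglutarate and 50 µM Fe²⁺. NADH signal gain over 30 min defined activity.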
* hit, by the source's call; i = inactive; ? = inconclusive; & = joins results of further samples; [ ] = dose if it differs, or a comment. Potency means the concentration at half of the fitted maximal effect. Not all compounds are listed; rates above refer to the full screens.

cpd	KDM5B inhibitor	compound
1	-24%	Cc1cc(C(=O)N2CCN(S(=O)(=O)c3ccc(C(C)C)cc3)CC2)c(C)n1C(C)C
2	-20%	Cc1ccc(NC(=O)C2=CC(c3cccs3)=NS(=O)(=O)N2C)cc1
3	-15%	Cc1c(C(=O)NCC(c2ccc(Cl)cc2)N2CCOCC2)oc2ccccc12 (stereo not drawn)
4	7%	O=c1[nH]c(SCc2ccc([N+](=O)[O-])cc2)nc2c1CCCC2
5	-18%	Cc1ccc(Cl)cc1N1CCN(C(=O)c2cn(CC(C)C)c(=O)c3c2c2ccccc2n3C)CC1
6	-47%	COc1cccc(NC(=O)CSc2ncc3c(n2)-c2ccc(Cl)cc2N(C)S3(=O)=O)c1
7	6%[86.2 µM]	CC1=C[C@@H](CNC(=O)C2CC2)[C@H](C(C)C)C[C@H]1CC(=O)NC1CCCC1
8	35µM*	CN1CCC2(C1)CN(CC1CCOCC1)c1ccc(C(=O)NCC(F)(F)F)cc12 (stereo not drawn)
9	-6%	CCCCCc1ccc(OC(=O)c2ccc(Cl)cc2)cc1
10	34%[activator]	COc1ccc(CNS(=O)(=O)/C=C/c2ccc(OC)cc2CNC(=O)OC(C)(C)C)cc1
11	-11%	CCOc1ccc(Br)cc1CNCCSc1nnnn1-c1ccccc1
12	-34%	CC(C)N(Cc1ccccc1)C(=O)CCS(=O)(=O)c1ccc2c(c1)oc(=O)n2C
13	-9%	CC(C)C(=O)N1CCC(N2CC(OCC3CC3)C23CCCCC3)CC1 (stereo not drawn)
14	14%	Cc1cc(C(=O)Nc2ccccn2)c2ccccc2n1
15	-28%	O=C(Cc1cccc(Cl)c1)NC1CCN(c2cc(-c3ccccc3)[nH]n2)CC1
16	-12%	NC(=O)N1CCCC1C(=O)N1CCC(c2cc(Cc3ccccc3)[nH]n2)CC1 (stereo not drawn)
17	-32%	CCOc1ccc(C(=O)N[C@@H]2CN(S(C)(=O)=O)C[C@H]2CN(C)C)cc1
18	6%	C=CCNC(=O)C1CCCN(S(=O)(=O)c2ccc(-n3cnnn3)cc2)C1 (stereo not drawn)
19	?	CCOC(=O)C1(C)C=C(Nc2cccc(C(=O)O)c2)C(=O)N1c1ccccc1 (stereo not drawn)
20	-5%	Fc1ccc(C2Cn3nnc(-c4nc(C5CCCCC5)no4)c3CO2)cc1 (stereo not drawn)
21	-16%	CCOc1ccccc1NC(=O)CN1C(=O)COc2ccc(S(=O)(=O)Nc3ccccc3)cc21
22	-19%	CN1CCN(Cc2nc(C3(O)CCN(Cc4ccccc4C(F)(F)F)CC3)cs2)CC1
23	14%	CCOC(=O)c1oc2cc(OCC(N)=O)ccc2c(=O)c1-c1ccc(OC)c(OC)c1
24	8%	Cc1cnc2c(c1SCC(=O)N(C)c1ccccc1)c(=O)n(C)c(=O)n2C
25	9%[115 µM]	O=[S+]([O-])(c1ccc(Br)cc1)c1nnn2c1nc(N1CCC(F)CC1)c1ccccc12
26	-8%	O=C(NC1(C(F)(F)F)C(=O)Nc2c1c(=O)[nH]c(=O)n2-c1ccc(Cl)cc1)c1ccccc1F (stereo not drawn)
27	8%	Cc1cc(C)n2nc(SC(C)C(=O)Nc3cc(Cl)cc(Cl)c3)nc2n1 (stereo not drawn)
28	-15%	Cc1cc(C(=O)N2c3ccccc3CC2c2nnc(C3CC3)o2)nn1C (stereo not drawn)
29	?	CCOC(=O)c1cnc(NC2CCCC2)c2ccccc12
30	25%	CCCc1cc(C(=O)NC(C)CC)sc1C (stereo not drawn)

Ordered by the number under KDM5B inhibitor (ascending): some entries from above
cpd	KDM5B inhibitor	compound
17	-32%	CCOc1ccc(C(=O)N[C@@H]2CN(S(C)(=O)=O)C[C@H]2CN(C)C)cc1
1	-24%	Cc1cc(C(=O)N2CCN(S(=O)(=O)c3ccc(C(C)C)cc3)CC2)c(C)n1C(C)C
2	-20%	Cc1ccc(NC(=O)C2=CC(c3cccs3)=NS(=O)(=O)N2C)cc1
22	-19%	CN1CCN(Cc2nc(C3(O)CCN(Cc4ccccc4C(F)(F)F)CC3)cs2)CC1
16	-12%	NC(=O)N1CCCC1C(=O)N1CCC(c2cc(Cc3ccccc3)[nH]n2)CC1 (stereo not drawn)
27	8%	Cc1cc(C)n2nc(SC(C)C(=O)Nc3cc(Cl)cc(Cl)c3)nc2n1 (stereo not drawn)

Sorted by molecular weight (low to high): 7 of the compounds above
cpd	KDM5B inhibitor	compound
18	6%	C=CCNC(=O)C1CCCN(S(=O)(=O)c2ccc(-n3cnnn3)cc2)C1 (stereo not drawn)
15	-28%	O=C(Cc1cccc(Cl)c1)NC1CCN(c2cc(-c3ccccc3)[nH]n2)CC1
23	14%	CCOC(=O)c1oc2cc(OCC(N)=O)ccc2c(=O)c1-c1ccc(OC)c(OC)c1
1	-24%	Cc1cc(C(=O)N2CCN(S(=O)(=O)c3ccc(C(C)C)cc3)CC2)c(C)n1C(C)C
6	-47%	COc1cccc(NC(=O)CSc2ncc3c(n2)-c2ccc(Cl)cc2N(C)S3(=O)=O)c1
21	-16%	CCOc1ccccc1NC(=O)CN1C(=O)COc2ccc(S(=O)(=O)Nc3ccccc3)cc21
25	9%[115 µM]	O=[S+]([O-])(c1ccc(Br)cc1)c1nnn2c1nc(N1CCC(F)CC1)c1ccccc12

A second format for 2 compounds above.
[22] CN1CCN(Cc2nc(C3(O)CCN(Cc4ccccc4C(F)(F)F)CC3)cs2)CC1
  KDM5B inhibitor: -19%

[23] CCOC(=O)c1oc2cc(OCC(N)=O)ccc2c(=O)c1-c1ccc(OC)c(OC)c1
  KDM5B inhibitor: 14%

(continued)
cpd	KDM5B inhibitor	compound
31	-5%	Cc1c(C(=O)OCC(=O)NCC2CCCO2)sc2ccccc12 (stereo not drawn)
32	?	N#Cc1nc(-c2ccccc2)oc1NCC(c1cccs1)N1CCOCC1 (stereo not drawn)
33	-3%	CC(=O)Nc1ccc(NC(=O)c2ccc3c(c2)CCN3S(=O)(=O)c2ccc(C)cc2)cc1
34	11%	CCc1ccc2oc(-c3cc(NC(=O)C(C)C)ccc3O)nc2c1
35	24%	Cc1ccc(-c2nnc(Nc3ccc(OCC(N)=O)cc3)c3ccccc23)cc1S(N)(=O)=O
36	-30%[86.2 µM]	COc1ncc(-c2cc3c(nc2OC)nc(CCc2ccccc2)n3C)cn1
37	13%	O=S(=O)(Nc1ccc2cn[nH]c2c1)c1ccc(Cl)cc1C(F)(F)F
38	?	Cc1ccc(S(=O)(=O)c2cnc(SCC(=O)Nc3cccc(Cl)c3)nc2N)cc1C
39	8%	O=C(c1cccc(Cl)c1)N1CCC2(C1)NC(=O)N(Cc1ccc(Cl)cc1)C2=O (stereo not drawn)
40	14%	COCCCNc1nc2c(c(=O)[nH]c(=O)n2C)n1Cc1ccccc1
41	?	Cc1cc(C)n(CCCN(C)Cc2cc3n(n2)CCNC3)n1
42	?	c1cc2c(cc1-c1csc(NC3CCCC3)n1)OCCCO2
43	-22%	Cc1ccc(NC(=O)Cn2c(=O)n(CC(=O)NCCc3ccccc3)c(=O)c3ccccc32)cc1
44	?	COc1ccc(C(=O)NC2CCN(c3cc(-c4cccs4)[nH]n3)CC2)c(C)c1
45	?	Cc1ccc(OCC(=O)Nc2nnc(SCc3cc(=O)n4cccc(C)c4n3)s2)cc1
46	27%	CCN1CC(C(=O)NCc2cccc(-c3ccccc3)c2)CCC1=O (stereo not drawn)
47	-14%	O=C(Cc1c(F)cccc1Cl)Nc1ccc2ncnc(N3CCCC3)c2c1
48	15%	N#Cc1c(SCC(=O)N2CCCC2)nc(N2CCCCC2)c2c1CCCC2
49	?	O=C(c1ccoc1)N1CC(Oc2ccccc2-c2nc(C3CC3)no2)C1
50	-7%	O=C(c1ccc([N+](=O)[O-])s1)N1CCCc2ccccc21
51	?	CCC1CCc2nc3sc(C(=O)Nc4ccc(F)c(Cl)c4)c(N)c3cc2C1 (stereo not drawn)
52	-22%	CC(C)C[C@@H](NC(=O)[C@@]1(O)C[C@@H](O)[C@H](O)[C@@H](NC(=O)CS(=O)(=O)c2ccccc2)C1)C(N)=O
53	-11%	Cc1ccccc1-c1nnc(SCC(=O)N(C)C2CCS(=O)(=O)C2)n1C (stereo not drawn)
54	16%	C/C(=N\NC(=O)c1ccncc1)C1CC1
55	-8%	CCn1nccc1C(=O)N1CC(Oc2ccc(-c3nc(-c4ccccc4)no3)cc2)C1
56	6%	Cc1cccc(NC(=O)CN2CCN(C(=O)NCc3ccccc3)CC2)c1C
57	?	COc1ccc(-c2nc3c(s2)CN(C(C(=O)O)c2c[nH]c4ccc(CO)cc24)CC3)cc1 (stereo not drawn)
58	-9%	CCN1CC2(CCN(C(=O)c3cc4c(cc3OC)CCC4)CC2)OC1=O
59	19%	CCOc1cccc(-c2nnc3n2N=C(c2ccc4c(c2)OCO4)CS3)c1
60	?	CC(C)(C)c1ccc(C(=S)NCCC2=CCCCC2)cc1
61	18%	CCCN(CC1CCOC1)C(=O)NCCC(C)C (stereo not drawn)
62	24%	Cc1c(Cl)cccc1NC(=O)C1CC2CCC1C2 (stereo not drawn)
63	28µM*	Cc1ccc(-c2nc(CNC(=O)[C@@H]3CCC[C@H](N)C3)[nH]c2-c2ccccn2)cc1
64	-17%	O=C(CC1C=CCC1)NCCc1ccccn1 (stereo not drawn)
65	-53%	CCOC(=O)c1ccc(CSC(=N)N)o1
66	7%	CCCCNC(=O)c1cc2cccc(OC)c2oc1=O
67	?	Cc1cccc(C(C)C)c1NC(=O)C(C)OC(=O)C1=CN2CCS(=O)(=O)N=C2C=C1 (stereo not drawn)
68	-2%	O=C1NCCCCCCN(C(=O)Cc2ccccc2)[C@H]2CCCC[C@@H]12
69	?	CN1c2cc(C(=O)NCc3cccc(Cl)c3)ccc2C(=O)N2CCCCCC21 (stereo not drawn)
70	?	O=C(O)CCC1CCCN(S(=O)(=O)c2ccc(F)cc2)C1 (stereo not drawn)
71	8%[86.2 µM]	Cc1noc2c(NC(C)C)cc(-c3ccc(Cl)cc3)nc12
72	19%	CCOC(=O)CN(C)CC(=O)NCCC(C)C
73	17%	COCCn1c(=O)c2c(nc(-n3nc(C)c(C)c3C)n2Cc2ccccc2F)n(C)c1=O
74	?	O=c1cc(-c2cccnc2)oc2c(-c3cccc(F)c3)nccc12
75	-14%	COc1ccc(-c2[nH]c3c(c2-c2c(-n4cccc4)n(C)c(=O)n(C)c2=O)c(=O)n(C)c(=O)n3C)cc1
76	i	CC1CCN(S(=O)(=O)c2ccc(-c3nc(C#N)c(NCCCn4ccnc4)o3)cc2)CC1
77	7%	O=C(O)CCC1CCCN(S(=O)(=O)c2ccccc2)C1 (stereo not drawn)
78	0%	CCN1C(=O)N/C(=C/c2cn(CC(=O)Nc3ccc(C)cc3)c3ccccc23)C1=O
79	-25%	COc1cc2ncc(C(=O)c3ccc(C)cc3)c(N3CCCCC3)c2cc1OC
80	-1%[86.2 µM]	COc1ccc(C(=O)Nc2ccc([C@H]3OCC(=O)N[C@@H]3CO)cc2)cc1
81	14%	CN1CC[C@H]2CN(C(=O)CCCc3ccccc3)C[C@@]2(C(=O)O)C1
82	-4%&0%	Cc1ccc2c(c1)-c1c(cnn1CC(=O)N1CCN(c3ccccc3F)CC1)CO2
83	?	O=C(NCc1ccncc1)C1CN(C(=O)c2cc(F)ccc2F)CC12CCOCC2 (stereo not drawn)
84	?	COC(=O)C1=CN(Cc2cccs2)C=C(C(=O)OC)C1c1cccc(O)c1
85	21%	Cc1nnc(CN(C)C(=O)CC(c2ccccc2)c2ccc(Cl)cc2)o1 (stereo not drawn)
86	13%	CC(=O)c1ccc(NC(=O)c2ccc3snnc3c2)cc1
87	?	Cc1cccc(N2CCN(c3ncnc4c3cnn4-c3ccc(Cl)cc3)CC2C)c1 (stereo not drawn)
88	12%	O=C(CCn1cnc2sc3c(c2c1=O)CCCC3)NC1CCCC1
89	-24%	Cc1cc(C)c(S(=O)(=O)NCC(c2ccco2)S(=O)(=O)c2ccccc2)c(C)c1 (stereo not drawn)
90	13%	Cc1ccc2c(COC(=O)C3=NN(C)C(=O)CC3)cc(=O)oc2c1

Carrying on.
cpd	KDM5B inhibitor	compound
91	-24%	Cc1cc(Cl)ccc1OCC(=O)N(Cc1ccco1)Cc1ccccc1F
92	-25%	COc1ccc(OC)c(/C=C/C(=O)c2cc3ccccc3o2)c1
93	18%	NC(N)=NC(N)=Nc1cc(Cl)cc(Cl)c1
94	?	Cc1ccc2c(CC(=O)Nc3c(C(=O)c4ccc(C)c(F)c4)oc4ccccc34)coc2c1
95	16%	Cn1c(CN2CCOCC2)nnc1SCC(=O)Nc1cccc(C(F)(F)F)c1
96	-6%	COc1cc2c(C(=O)NCCN(C)C)cn(CC(C)C)c(=O)c2cc1OC
97	?	FC(F)(F)c1cccc(C2=NOC3(CCN(Cc4ccsc4)C3)C2)c1 (stereo not drawn)
98	-11%	Cc1cccc(CNC(=O)C2Cn3cccc3C(=O)N2CC(C)C)c1 (stereo not drawn)
99	-5%	CCOC(=O)C(NC(=O)Cc1c[nH]c2ccccc12)C(=O)OCC
100	?	COCC1CN(Cc2cccc(OC(F)(F)F)c2)CC12CCNCC2 (stereo not drawn)
101	-17%	Cc1nc2ccc(C(=O)N3CCN(C(=O)CCC4CCCC4)CC3)cc2nc1C
102	-14%	Cc1ccc(NC(=O)CN2C(=O)C(c3ccccc3)=NC2(C)C)cc1C
103	-13%	Cc1ccc(N/N=C/c2ccc(F)c(F)c2)cc1
104	-12%	O=C(CCS(=O)(=O)c1cc(Br)cc2c1N(C(=O)C1CC1)CC2)Nc1ccc(C(F)(F)F)cc1
105	35µM*	c1ccc(-c2cc3c(cn2)NCCN(CC2CC2)C3)cc1
106	-16%	Cc1cnc(C(=O)NC2CCN(C(=O)N3CC4CC(C3)[C@H]3CCCC(=O)N3C4)CC2)cn1 (stereo partly drawn)
107	-25%[115 µM]	O=C(c1ccc(Cl)cc1)N1CCC2(CC1)CN[S+](=O)([O-])c1cccnc1O2
108	3%	O=C1CCCC2=C1C(c1cccc(Br)c1)n1nc(-c3ccccc3)nc1N2 (stereo not drawn)
